ssDAF-12 act = activates DAF-12 receptor from parasite S. stercoralis; HEK293 ssDAF-12/GRIP1 lit1-tk-luc reporter, luminescence; % of 3 µM dafachronic acid response; activation, % at 6.8 µM; 370,000 compounds, 1% hits;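 active means activation above the mean over all tested compounds plus 3 SD, cut at about 0.9% in these data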;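 further: 0% = DMSO-only wells and 100% = 3 µM delta7-dafachronic acid wells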
hgDAF-12 ag = hgDAF-12 agonism, primary luciferase screen. HEK293 GAL4-hgDAF12 UAS-luciferase reporter, agonist luminescence; normalized to butyrate control. activation, % at 6.8 µM. AID 687014. 370,000 compounds, 1.8% hits;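 active means activation above a cutoff set at the mean of all screened compounds plus 3 SD, cut at about 10% in these data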;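 further: 0% = DMSO wells and 100% = sodium butyrate wells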
MBD2 DNA inh = blocks human MBD2 binding to methylated DNA. Q9UBB5. TR-FRET, MBD2 binding to methylated oligonucleotide. inhibition, % at 4.4 µM. 370,000 compounds, 0.31% hits; in the data active means inhibition above about 13%
SMARCA2 activ = activators of SMARCA2 function; MG213 cells, MMTV-luciferase reporter, dexamethasone, overnight; activation, % at 9.1 µM; 370,000 compounds, 1% hits; in the data active means activation above about 7.8%;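 further: 0% = vehicle wells and 100% = reference activator wells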
Rev-erbA mod = Rev-erb alpha (human) modulation. Rev-erbα–FITC-DNA binding, fluorescence polarization, 90 min. activity, % at 10 µM. 370,000 compounds, 0.79% hits. AID 1259318;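 active means activity above about 14%, limit read from the data; passing the limit was not always enough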;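 further: 0% = DMSO wells with 35 nM protein and 100% = DMSO wells with 750 nM protein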
ADAM17 inh = inhibits human ADAM17. P78536. recombinant ADAM17, EDANS/DABCYL FRET peptide cleavage. inhibition, % at 6.95 µM. 370,000 compounds, 0.83% hits. AID 720648;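 active means inhibition above the mean of compounds lying between control limits plus 3 SD, set per campaign, cut at about 8.5% in these data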;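 further: 0% = DMSO-only wells as the low control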
PLCb3 inh = PLC-beta3 (human) inhibition, primary screen. Q01970. Purified PLC-beta3, fluorogenic substrate, fluorescence. inhibition, % at 12.2 µM. 370,000 compounds, 0.18% hits; in the data active means inhibition above about 11%;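 further: 0% = median of compound wells on plate and 100% = full blocker control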
Target sequence (Q01970 whole entry, looked up): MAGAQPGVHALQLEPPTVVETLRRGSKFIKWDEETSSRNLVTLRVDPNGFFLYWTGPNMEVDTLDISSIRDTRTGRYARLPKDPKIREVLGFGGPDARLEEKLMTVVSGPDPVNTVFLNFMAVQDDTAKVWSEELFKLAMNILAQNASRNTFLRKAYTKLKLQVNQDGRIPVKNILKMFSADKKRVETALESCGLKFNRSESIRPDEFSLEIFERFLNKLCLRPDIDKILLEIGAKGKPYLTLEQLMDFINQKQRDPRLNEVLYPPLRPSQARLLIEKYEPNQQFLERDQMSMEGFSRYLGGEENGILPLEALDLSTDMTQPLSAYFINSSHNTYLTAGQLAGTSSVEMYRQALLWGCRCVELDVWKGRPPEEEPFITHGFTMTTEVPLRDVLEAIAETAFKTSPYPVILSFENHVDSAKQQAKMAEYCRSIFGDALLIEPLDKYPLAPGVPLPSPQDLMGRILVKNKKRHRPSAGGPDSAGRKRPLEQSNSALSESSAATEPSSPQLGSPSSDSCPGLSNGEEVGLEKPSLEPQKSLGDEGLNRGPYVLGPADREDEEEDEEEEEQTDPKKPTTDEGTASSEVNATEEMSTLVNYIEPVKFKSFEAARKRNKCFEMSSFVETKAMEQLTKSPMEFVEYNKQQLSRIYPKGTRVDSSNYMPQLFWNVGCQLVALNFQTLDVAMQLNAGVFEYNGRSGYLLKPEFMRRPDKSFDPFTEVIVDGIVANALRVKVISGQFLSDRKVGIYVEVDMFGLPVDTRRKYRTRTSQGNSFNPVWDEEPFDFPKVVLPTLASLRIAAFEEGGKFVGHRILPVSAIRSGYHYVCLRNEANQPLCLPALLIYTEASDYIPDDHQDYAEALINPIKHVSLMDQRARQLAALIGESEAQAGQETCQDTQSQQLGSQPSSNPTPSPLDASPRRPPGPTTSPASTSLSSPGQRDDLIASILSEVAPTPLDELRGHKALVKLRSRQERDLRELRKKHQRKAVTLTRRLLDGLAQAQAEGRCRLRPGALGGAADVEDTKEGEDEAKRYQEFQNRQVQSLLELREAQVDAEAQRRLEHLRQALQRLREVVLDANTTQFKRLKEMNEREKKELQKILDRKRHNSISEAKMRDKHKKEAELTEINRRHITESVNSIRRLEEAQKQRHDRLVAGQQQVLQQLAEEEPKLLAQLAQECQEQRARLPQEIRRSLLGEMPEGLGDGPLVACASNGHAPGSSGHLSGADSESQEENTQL
DAX1 inh-1 = inhibits human nuclear receptor DAX1 | P51843 | AID 504766 | HEK293 Gal4-DAX1 luciferase reporter, luminescence | 340,000 compounds, 0.99% hits | inhibition, % at 6.75 µM;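 active means inhibition above the mean over all tested compounds plus 3 SD, cut at about 4.2% in these data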;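 further: 0% = DAX1-transfected cells with DMSO and 100% = empty-vector control cells with DMSO; inhibition shows as a rise in luminescence from relieved DAX1 repression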
DAX1 inh-2 = blocks DAX1 repression of SF-1 activated StAR promoter. HEK293T StAR-luciferase reporter, SF-1/DAX-1 repression relief. inhibition, % at 6.8 µM. 370,000 compounds, 1.1% hits. AID 652010;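 active means inhibition above the mean over all tested compounds plus 3 SD, cut at about 3.6% in these data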;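 further: 0% = DAX-1 cells with DMSO and 100% = cells lacking DAX-1 with DMSO; higher inhibition means more luminescence from relief of DAX-1 repression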
PLCg1 inh = PLC-gamma1 (human) inhibition, primary screen | purified PLC-gamma1, fluorogenic substrate, fluorescence | 370,000 compounds, 0.84% hits | inhibition, % at 12.2 µM | P19174; in the data active means inhibition above about 9.5%
hcDAF12 agonist = activators of H. contortus DAF-12 nuclear receptor; activation, % at 6.8 µM; HEK293 hcDAF-12 lit1-tk-luc reporter, luminescence; 0% DMSO, 100% Δ7-dafachronic acid; 370,000 compounds, 1.4% hits;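 active means activation above the mean of all tested compounds plus 3 SD, cut at about 5.5% in these data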;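 further: 100% = response to 3 µM Δ7-dafachronic acid high control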
An asterisk follows results filed as active; / = not tested or not shown.

The line under a structure holds: ssDAF-12 act	hgDAF-12 ag	MBD2 DNA inh	SMARCA2 activ	Rev-erbA mod	ADAM17 inh	PLCb3 inh	DAX1 inh-1	DAX1 inh-2	PLCg1 inh	hcDAF12 agonist
- c1ccc(-c2csc(NC3=NCCCCC3)n2)cc1
 : -1.8	0.6	5	3	3	-1	2	0.1	0.4	2	-0.8
- O=C(CCSc1ccccc1)Nc1ncccn1
 : -1.6	0.0	-9	-1	-5	-4	1	1.2	0.6	1	-1.6
- OC(c1nnc(-c2ccccc2)o1)c1cccs1 (stereo unspecified)
 : -0.9	9.8	-5	4	4	-1	2	1.5	1.5	-1	1.9
- COC(=O)c1ccccc1NC(=O)C1CC(c2ccccc2O)=NO1 (stereo unspecified)
 : -1.1	0.1	3	0	1	-1	2	-0.2	-0.3	2	-1.1
- CC(C)CN(C(=O)C1CCC1)c1c(N)n(Cc2ccccc2)c(=O)[nH]c1=O
 : -1.0	0.0	5	-1	-3	-1	-7	1.6	0.8	2	-0.7
- CCOC(=O)CNC(=O)c1sc(NC(=O)/C=C/c2ccccc2)nc1C
 : -1.9	0.5	-1	0	6	-4	-7	3.6	0.1	-2	-1.2
- COC(=O)[C@]1(Cc2ccccc2)N[C@H](CN(C)C(=O)c2ccccc2)[C@@H]2C(=O)N(Cc3ccccc3)C(=O)[C@@H]21
 : -1.5	0.2	-1	-1	-7	-3	-3	1.0	-1.0	-2	0.0
- CC(Sc1ccccc1)C(=O)N(CCC#N)Cc1cccnc1 (stereo unspecified)
 : -0.8	-3.9	-2	-4	0	1	-4	0.3	0.7	1	-0.4
- C[C@]12c3[nH]c4ccccc4c3CCN1C(=O)C(CC(=O)NCCc1ccccn1)C[C@@H]2C(=O)N1CCOCC1 (stereo partly specified)
 : -1.6	-2.3	-3	5	-1	0	3	2.9	-0.2	3	-2.2
- COc1ccc(NS(=O)(=O)c2cccc3nsnc23)cc1OC
 : -0.8	0.3	-7	2	1	2	0	-1.9	-1.6	3	-1.0
- CCOC(=O)C1(CCCc2ccccc2)CCN(C(=O)CCc2cnccn2)CC1
 : -1.9	-1.2	4	-2	-2	-4	-3	-0.2	-0.7	-3	-2.3
- COc1cc(NC(=O)CCc2nnc3ccc(N4CCOCC4)nn23)cc(OC)c1OC
 : -0.4	0.0	7	-3	-6	-6	-5	0.0	-0.1	4	-0.9
- COc1ccc(N2C(=O)CC(N3CCN(C4CCc5ccccc5C4)CC3)C2=O)cc1 (stereo unspecified)
 : 0.3	0.6	0	-2	-2	-1	3	-0.4	-0.4	0	0.4
- CC(OC(=O)C1=NN(c2ccccc2)C(=O)CC1)C(=O)NC1CCCCC1C (stereo unspecified)
 : -0.8	-0.8	1	0	-4	-5	-1	0.0	1.4	-2	-1.4
- CCN(Cc1ccc(OC)c(F)c1)C(=O)C1CCCO1 (stereo unspecified)
 : -1.1	-0.3	5	-3	2	3	-3	-1.3	0.3	3	-2.4
- CCc1noc(C)c1C(=O)N1CCN(S(=O)(=O)c2cc(C)ccc2C)CC1
 : -0.6	-0.1	4	-1	4	-3	-6	0.8	0.0	1	-2.0
- CCOC(=O)/C(=N\Nc1ccccc1Cl)N1CC(C)OC(C)C1 (stereo unspecified)
 : -0.6	-1.4	-1	-1	-4	0	-5	0.6	0.3	-1	2.0
- COc1ccc(C2=NOC(C(=O)Nc3cccnc3)C2)cc1 (stereo unspecified)
 : -1.4	-3.3	5	-2	0	-5	2	-0.2	-0.8	2	-2.3
- CC(=O)Nc1ccc(NC(=O)C(C)OC(=O)[C@@H]2CCCN2C(=O)c2cccs2)cc1 (stereo partly specified)
 : -0.5	-2.0	-2	-2	-5	0	5	-0.1	0.3	3	-1.4
- O=C(NC1CC1)C1=C[C@@H](c2ccc3c(c2)OCO3)C[C@@H](OCCCCO)O1
 : -1.2	5.8	1	2	-2	-5	-8	-0.1	0.3	-5	0.8
- CCOC(=O)C1CCN(C(=O)c2ccccc2NS(=O)(=O)c2cc(C)ccc2C)CC1
 : -1.1	-1.7	1	-1	0	3	3	-0.3	0.3	3	-1.4
- O=S1(=O)CC(N2CCCC2)CN1Cc1cn(Cc2ccccc2)nn1 (stereo unspecified)
 : -1.0	-0.5	1	5	2	0	2	/	0.9	4	-1.7
- O=C1CCC(C(=O)N2CCOCC2)CN1Cc1ccc(Cl)cc1 (stereo unspecified)
 : -0.5	-0.9	0	0	-1	-3	-3	0.8	2.2	-1	-0.9
- CC(OC(=O)c1cccs1)C(=O)NC1CC1 (stereo unspecified)
 : -1.2	0.8	-4	-4	1	-5	-3	0.3	-0.5	1	-0.2
- CC(C)(C)c1nnc(NC(=O)COc2ccc3c(c2)OCO3)s1
 : 0.0	3.2	-2	4	-5	-1	-4	1.0	7.9*	-5	1.1
- Cc1ccc2c(c1)c(C)cc(=O)n2CCC(=O)O
 : -1.3	0.5	2	-2	-9	-8	5	0.8	-0.4	-1	-2.4
- CCNC(=O)COC(=O)C1C(C(=O)OCC)=C(C)NC(C)=C1C(=O)OCC
 : -1.0	-1.4	4	-3	1	-29	-74	2.8	-1.1	-54	-1.4
- Cc1cc(OC(=O)c2ccccc2Cl)cc(=O)n1C
 : -0.7	-1.5	0	1	1	1	3	0.1	0.5	1	2.4
- COc1ccc(NC(=O)c2c(Cl)nc3ccccn23)cc1
 : -1.5	1.1	4	-3	1	-5	1	-0.9	0.7	1	-0.6
- CCCC(=O)N1CCc2[nH]c3ccccc3c2C1
 : 0.6	-0.1	-5	0	-2	-15	-134	1.9	0.1	-101	2.4
- Cc1ccc(Sc2cc(NCCCO)c([N+](=O)[O-])c3nonc23)cc1
 : -0.3	0.1	0	-2	0	-1	0	-0.2	-0.6	-1	1.7
- CCn1c(SCC(=O)Nc2nccs2)nnc1C1CC1
 : -0.3	-1.6	1	-1	4	1	-6	-0.4	1.1	0	0.2
- Cc1ccc(O)c(C(=O)CC(=O)c2ccc(C(C)(C)C)cc2)c1
 : -0.7	11*	4	1	-1	-7	-13	2.7	1.1	-8	1.5
- O=C(C1=C[C@H](c2csc3ccccc23)C[C@H](OCCCCO)O1)N1CCN(Cc2ccccc2)CC1
 : -1.7	0.1	-4	0	2	-1	-15	-1.5	-1.0	-11	-2.5
- O=C(C(=O)N1CCC(CNS(=O)(=O)c2ccc(OC(F)(F)F)cc2)CC1)c1cc2ccccc2o1
 : -1.4	0.3	-1	-6	3	3	-4	/	-1.1	-1	-1.6
- c1ccc(CSc2nc3ncncc3[nH]2)cc1
 : -1.8	-1.3	-4	1	1	-3	-7	1.3	0.3	2	-1.5
- CCCN(CCC)CCCNC(=O)C1c2cc(OC)c(OC)cc2C(=O)N(C)C1c1cccs1 (stereo unspecified)
 : -0.6	2.0	3	0	-2	-2	-2	-0.4	1.8	0	-0.4
- O=C(N[C@@H](Cc1ccccc1)C(=O)O)c1ccncc1
 : -1.2	-1.2	3	2	-4	2	5	0.1	0.3	4	-0.3
- CN(CCCOC(=O)c1cc2ccccc2o1)C1CN(Cc2cn(Cc3ccc([N+](=O)[O-])cc3)nn2)S(=O)(=O)C1 (stereo unspecified)
 : -0.8	3.0	-3	-1	3	-1	4	/	-0.4	0	-0.1
- O=C(Nc1ccc(Cl)cc1)c1cccc(N2C(=O)C3C4CCC(C4)C3C2=O)c1 (stereo unspecified)
 : -2.2	-4.3	3	-4	1	1	1	-1.6	-1.3	1	-3.6
- COc1cc(NC(=O)c2ccc(Cl)cc2)c2ncccc2c1
 : -0.7	1.9	5	2	3	-1	5	1.0	0.2	1	0.4
- CN1[C@H](Cc2ccccc2)COc2cccc(N3CCSCC3)c2S1(=O)=O
 : -0.1	4.8	4	1	1	-1	-8	/	-1.0	-5	3.5
- O=Cc1ccc(OCc2nnc(-c3ccccc3Br)o2)cc1
 : -0.1	0.1	-7	-2	1	-4	-9	-0.2	-0.6	0	-0.3
- CC1CN(S(=O)(=O)c2ccc(F)cc2)CN1C(=O)N1CCOCC1 (stereo unspecified)
 : -1.2	0.3	-8	-2	1	2	2	0.7	0.3	9	1.4
- Cn1ccnc1SCC(=O)Nc1nc2ccccc2s1
 : -1.2	6.3	14*	3	2	-2	0	1.6	3.2	2	2.4
- CCOC(=O)N1CCN(CC(O)COc2ccc(C)c(C)c2)CC1 (stereo unspecified)
 : -0.9	-4.4	7	-2	0	-5	-9	0.8	0.1	6	0.0
- CCCNC(=O)c1ccc2c(c1)C1C3CCC(C3)C1C(c1ccccc1)N2 (stereo unspecified)
 : -1.9	-2.4	-7	-4	/	8	0	-0.9	-1.7	2	-1.7
- COc1ccccc1CN(C)C(=O)c1ccccc1SCC(=O)N1CCCC1
 : -1.4	0.5	-3	-1	2	-1	-13	-0.6	-0.5	-8	-0.6
- c1ccc2c(-c3cncc4ccccc34)cncc2c1
 : -1.1	0.4	-2	-4	-1	-17	-19	1.1	-0.5	-11	-0.7
- CCOc1ccc(-c2nc(C#N)c(N3CCCCCC3)o2)cc1
 : -2.0	0.8	0	-7	-17	-203	-57	-0.6	-0.7	-46	-2.7
- CC[C@]12c3[nH]c4ccc(OC)cc4c3CCN1C(=O)C(CC(=O)NCc1ccco1)C[C@@H]2C(=O)N1CCN(C(=O)c2ccco2)CC1 (stereo partly specified)
 : -0.7	0.3	0	-5	2	-6	-3	-0.2	0.5	0	0.1
- O=C(COC(=O)Cn1nnc(-c2ccccc2)n1)Nc1cc(F)ccc1F
 : -1.2	1.9	2	-3	6	-3	0	-0.3	1.8	3	-0.1
- O=C(CNC(=O)C1CCCCC1)OCC(=O)c1ccc(Br)cc1
 : -0.7	1.4	4	0	0	-4	-7	0.8	-0.9	2	0.0

Four entries already listed, ordered by their value in hcDAF12 agonist, descending.
Molecule	hcDAF12 agonist
CN(CCCOC(=O)c1cc2ccccc2o1)C1CN(Cc2cn(Cc3ccc([N+](=O)[O-])cc3)nn2)S(=O)(=O)C1 (stereo unspecified)	-0.1
O=C(N[C@@H](Cc1ccccc1)C(=O)O)c1ccncc1	-0.3
c1ccc2c(-c3cncc4ccccc34)cncc2c1	-0.7
CCCNC(=O)c1ccc2c(c1)C1C3CCC(C3)C1C(c1ccccc1)N2 (stereo unspecified)	-1.7

Whole records from above.
COc1ccccc1CN(C)C(=O)c1ccccc1SCC(=O)N1CCCC1 reads ssDAF-12 act = -1.4; hgDAF-12 ag = 0.5; MBD2 DNA inh = -3; SMARCA2 activ = -1; Rev-erbA mod = 2; ADAM17 inh = -1; PLCb3 inh = -13; DAX1 inh-1 = -0.6; DAX1 inh-2 = -0.5; PLCg1 inh = -8; hcDAF12 agonist = -0.6
O=C(COC(=O)Cn1nnc(-c2ccccc2)n1)Nc1cc(F)ccc1F reads ssDAF-12 act = -1.2; hgDAF-12 ag = 1.9; MBD2 DNA inh = 2; SMARCA2 activ = -3; Rev-erbA mod = 6; ADAM17 inh = -3; PLCb3 inh = 0; DAX1 inh-1 = -0.3; DAX1 inh-2 = 1.8; PLCg1 inh = 3; hcDAF12 agonist = -0.1
